M. tuberculosis = growth inhibition of non-replicating M. tuberculosis (AID 488890); Mycobacterium tuberculosis non-replicating, growth inhibition; higher % means a stronger effect; inhibition, % at 25 µM; hits with a dose series show IC50 in µM; hit rate 0.39% among 320,000; in the data active = a potency from the dose series; inconclusive = inhibition mostly from about 82% at the one dose, without a potency; inactive = the rest, 99 in 100 with inhibition below about 76%;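 note: plate controls were DMSO cells for no effect and high antibiotic wells for full effect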
influenza NS1A = H1N1 influenza NS1A inhibitors, functional cell based assay (AID 504329); inhibition, % at 12.5 µM; hits with a dose series show IC50 in µM; NS1A functional cell-based assay, percent inhibition; higher % means a stronger effect; hit rate 0.3% among 340,000; in the data active = a potency from the dose series; inconclusive = inhibition above about 27% without an active follow-up result; note: strong numbers were not always called active
PhoP GFP inhibition = PhoP regulon inhibitors, Salmonella typhi PhoP promoter GFP reporter, confirmatory (AID 1850); hit rate 0.33% among 310,000; Salmonella Typhi PhoP-promoter GFP reporter, fluorescence, 4 h; higher % means a stronger effect; inhibition, % at 50 µM; hits with a dose series show IC50 in µM; in the data active = a potency from the dose series; inconclusive = inhibition mostly from about 25% at the one dose, without a potency; inactive = the rest, 99 in 100 with inhibition below about 19%;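 note: 0% = induced wells with vehicle and 100% = uninduced wells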
inhibitors of VEEV = inhibitors of VEEV TC-83 cytopathic effect, confirmation, Vero cells (AID 588727); hit rate 0.13% among 350,000; inhibition, % at 20 µM, or IC50 in µM where a hit was titrated; Vero cells, VEEV TC-83 cytopathic effect inhibition; higher % means a stronger effect; in the data active = a potency from the dose series; inconclusive = inhibition mostly from about 14% at the one dose, without a potency; inactive = the rest, 99 in 100 with inhibition below about 12%; note: strong numbers were not always called active
M. tuberculosis HTS = M. tuberculosis growth inhibition, HTS (AID 449762); hit rate 0.59% among 330,000; inhibition, % at 25 µM, or IC50 in µM where a hit was titrated; M. tuberculosis H37Rv growth inhibition, 7H9 media; higher % means a stronger effect; in the data active = a potency from the dose series; inconclusive = inhibition above about 70% without an active follow-up result;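 note: bacterial growth assessed after seven days of incubation; strong numbers were not always called active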
inhibitors of VEEV 10K pilot screen = recorded beside inhibitors of VEEV, whose call it bears; inhibition, %; measured here: 10K pilot screen inhibition
* marks the source's active call; other numbers are inactive results; i = inactive; ? = inconclusive; . = no result given. Outcome played no part in choosing rows; 1.5% or so of the library scored in one or more.

SMILES	M. tuberculosis	influenza NS1A	PhoP GFP inhibition	inhibitors of VEEV	M. tuberculosis HTS	others
COc1cc2c(cc1OC)-c1c(OC)c(OC)cc3c1C(C2)N(C)CC3 (centres undefined)	1%	5%	2%	7.6%	-3%
CC(=O)c1c(OC(=O)c2cccc(Cl)c2)c2ccccc2n1C	0%	-15%	1%	1.8%	46%
CCOc1cc(S(=O)(=O)N(Cc2ccccc2)Cc2ccccc2)c(OCC)cc1-n1cnnn1	.	-18%	.	i	.
COC(=O)CC1Oc2ccc(C)cc2NC1=O (centres undefined)	2%	1%	-4%	1.1%	-8%
COC(=O)c1ccc(CS(=O)(=O)c2ccc(C)cc2)o1	-8%	-3%	4%	i	2%
O=C(O)CSCc1cn2cc(Cl)ccc2n1	12%	-9%	-11%	1.7%	-4%
COc1ccc(-c2c(C)cc3oc(=O)cc(-c4ccccc4)c3c2C)cc1OC	.	-27%	.	4.8%	.
Cc1ccc(C(=O)Nc2ccccc2N2CCOCC2)cc1S(=O)(=O)N1CCOCC1	23%	-3%	.	i	5%
COc1ccccc1N1CCN(C(=O)c2ccc3c(c2)CCN3S(=O)(=O)c2ccccc2)CC1	28%	5%	0%	12%	8%
CCOC(=O)c1[nH]c2ccccc2c1NC(=O)c1ccc(S(=O)(=O)N2CCCCC2)cc1	.	38%	2%	1.9%	-1%
S=C(NC1CCCCC1)N1CCc2[nH]c3ccccc3c2C1	23%	11%	4%	1.6%	12%
COc1cccc(N2CCN(S(=O)(=O)c3ccc4nc(-c5ccccc5)[nH]c4c3)CC2)c1	12%	2%	-7%	1.2%	2%
O=C(NCc1cccc(Cl)c1)C1CCC(=O)N(CCN2CCOCC2)C1 (centres undefined)	8%	0%	-2%	0.2%	-4%
CCOc1ccccc1NC(=O)CSc1nc2cc(O)ccc2c(=O)n1-c1ccc(OC)c(OC)c1	-7%	-9%	-10%	12%	-5%
Oc1ccc2oc3c(c2c1C=NCc1ccncc1)CCCC3	4%	-7%	-2%	0.8%	-2%
O=C(Cc1ccccc1)OCCN1CCCCC1	-4%	1%	4%	3.8%	-9%	inhibitors of VEEV 10K pilot screen=0.3
NS(=O)(=O)c1ccc(CCNS(=O)(=O)c2ccccc2)cc1	-10%	-1%	5%	1.7%	-4%
NC(=O)C1(N2CCCCC2)CCN(S(=O)(=O)c2cc(Cl)ccc2Cl)CC1	19%	-52%	-13%	2.4%	-6%
CCN(CC)CCN(C(=O)c1ccc2c(c1)CCCC2)c1nc2ccc(F)cc2s1	8%	5%	6%	2.0%	3%
Cc1cc(-c2ccccc2)n(-c2ccc(C(=O)NC(C)C)cc2)n1	-1%	7%	0%	4.0%	4%
O=C(NCCc1ccc(Cl)cc1)c1ccc(CNc2c(N3CCOCC3)c(=O)c2=O)cc1	64%	-11%	3%	0.6%	?
CC(C)(O)C#Cc1ccc(CN2CCN(Cc3ccccc3)C(CCO)C2)cc1 (centres undefined)	9%	-4%	8%	0.5%	3%
CC1(C)NC(=O)N(CC(=O)OCC(=O)Nc2sccc2C#N)C1=O	-8%	0%	-14%	0.5%	-6%
O=C1CC(c2ccccc2)=Nc2ccccc2N1Cc1ccccc1	43%	7%	-6%	1.9%	9%
NS(=O)(=O)c1ccc(CCNC(=O)CN2CCN(Cc3cccc(C(F)(F)F)c3)CC2)cc1	-4%	-5%	12%	i	-12%
Other compounds:
SMILES	M. tuberculosis	influenza NS1A	PhoP GFP inhibition	inhibitors of VEEV	M. tuberculosis HTS	others
Cc1cc(S(=O)(=O)N2CCN(c3ccccn3)CC2)c(C)cc1Cl	43%	-6%	-7%	0.9%	3%
O=C(Cn1cc(C(=O)C(F)(F)F)c2ccccc21)N1CCOCC1	21%	-4%	7%	i	1%
c1ccc2c(c1)OCC(c1csc3ncnc(N4CCCCC4)c13)O2 (centres undefined)	17%	0%	5%	i	-2%
O=C(O)C1C2CC(C(Br)C2Br)C1C(=O)O (centres undefined)	.	-19%	.	5.8%	.
O=C(O)CCCC(=O)Nc1nc2n(n1)C(c1ccc(F)cc1)CC(c1ccc(Cl)cc1)N2 (centres undefined)	29%	-4%	1%	0.6%	-12%
CCOc1ccc(CCNC(=O)CS(=O)(=O)Cc2nc(-c3ccccc3F)oc2C)cc1	5%	-4%	-2%	i	-1%
O=C(CNS(=O)(=O)c1ccc(Cl)cc1)OCC(=O)N1CCCc2ccccc21	-2%	-8%	-2%	1.5%	-4%
COc1cc(N2CCOCC2)ccc1C=C(C#N)C#N	5%	-6%	-20%	1.0%	3%
Cc1ccc(SCCC(=O)OC(C(=O)NC(N)=O)C(C)C)cc1 (centres undefined)	38%	-5%	-3%	0.5%	-4%
Cc1nc(CNS(=O)(=O)c2ccc3ccccc3c2)cs1	10%	38µM*	-3%	0.2%	0%
CCC(CC)c1nnc(NC(=O)CN2C(=O)NC3(CCCC3)C2=O)s1	-6%	-5%	-4%	1.2%	-18%
COc1ccc(C)cc1NC(=O)c1nc2nc(C)cc(C)n2n1	.	9%	.	1.0%	.
Cc1cccc(C(=O)c2c[nH]cc2-c2ccccc2)c1	-1%	-6%	-4%	0.9%	5%
COc1ccc2c(c1)sc(=NC(=O)CS(=O)(=O)c1ccc(F)cc1)n2C	75%	-12%	-3%	3.1%	?
COc1ccc(C)cc1NC(=O)C(=O)N1CCCC1	-6%	-2%	-24%	2.2%	-10%
COc1ccc(CCN2CC(C(=O)NCc3ccc(F)cc3)CC2=O)cc1OC (centres undefined)	3%	-7%	20%	1.4%	-1%
O=C(NCc1ccc(Cl)cc1)C(=O)NCC1OCCN1S(=O)(=O)c1cccs1 (centres undefined)	19%	-4%	-2%	0.3%	-4%	inhibitors of VEEV 10K pilot screen=0.1
Cc1noc(C)c1C(=O)OCC(=O)c1c[nH]c2ccccc12	17%	-1%	-2%	1.6%	-8%
CCOc1cc(/C=C2\SC(=NC)N(C)C2=O)c(Br)cc1OC(C)=O	-10%	-2%	-2%	i	5%
COc1cccc(CNC(=O)CCN2C(=S)NC(C)(C)CC2C)c1 (centres undefined)	14%	-4%	0%	i	35%
C=C1C(C(=O)Nc2ccccc2)C1C(=O)Nc1ccccc1 (centres undefined)	-2%	14%	-2%	3.9%	-5%
CC(C)(C)c1ccc(C(=O)n2cnc3ccccc32)cc1	37%	-18%	-3%	i	4%
CCc1nc2ccccc2c(=O)n1/N=C/c1ccc(Cl)cc1	-1%	1%	18%	0.2%	1%
O=C(C1CCN(S(=O)(=O)N2CCOCC2)CC1)N1CCOCC1	7%	4%	6%	4.7%	-6%
CC(=O)Nc1ccc(NC(=O)CC(c2ccccc2)c2ccccc2)cc1	-4%	-15%	-2%	i	2%
Next structures follow:
SMILES	M. tuberculosis	influenza NS1A	PhoP GFP inhibition	inhibitors of VEEV	M. tuberculosis HTS	others
COc1cc(OC)cc(C(=O)N2CCC(N3CCN(c4ccccc4)CC3)CC2)c1	.	16%	-4%	i	-10%
COc1cc(OC)c(N(C)S(=O)(=O)c2cccc(C(=O)OCc3c(C)noc3C)c2)cc1Cl	1%	-2%	11%	5.5%	-9%
COc1cc(CNCCc2ccccc2)ccc1OCC(N)=O	3%	-4%	3%	1.3%	14%
Cc1nnc2ccc(-c3cccc(NS(=O)(=O)c4ccccc4Cl)c3)nn12	-16%	5%	8%	1.4%	2%
N#CC(C#N)=C(N)c1cccnc1	3%	14%	-3%	0.0%	11%	inhibitors of VEEV 10K pilot screen=0.3
O=C(O)Cn1nc(-c2ccc(F)cc2)oc1=O	-3%	1%	5%	i	-3%
Cc1cc(SCc2ccc(Br)cc2)nc(=O)[nH]1	24%	-5%	0%	i	4%
Cc1nc(Nc2ccccc2)sc1C	24%	2%	9%	2.1%	-1%
Cc1[nH]n(S(=O)(=O)Cc2ccccc2)c(=O)c1N=Nc1ccccc1Cl	4.7µM*	-11%	-4%	0.8%	5.6µM*
CC(C)c1ccc(N(C(=O)c2cc3ccccc3oc2=O)C2C=CS(=O)(=O)C2)cc1 (centres undefined)	-5%	-6%	-6%	3.9%	11%
CCN1C(=NCc2ccco2)N[C@@H](c2cccc(C(F)(F)F)c2)C(C(=O)OC)=C1C	79%	2%	.	i	5%
COc1cc(OC)c2ccc(=O)oc2c1C(CCN1CCCC1)c1ccc2c(c1)OCO2 (centres undefined)	29%	7%	10%	i	2%
CC(=O)N(C(C)=O)c1cccc(N(Cc2ccccc2)Cc2ccccc2)c1	.	-16%	.	2.1%	.
Cc1ccc(O)c(/C=N/NC(=O)COc2ccc3c(C)cc(=O)oc3c2)c1	3%	-6%	6%	i	-1%
CCCOc1ccc(C2NC(=O)NC2=O)cc1 (centres undefined)	-11%	-2%	-2%	0.4%	-4%
O=c1cnnc(N/N=C/c2ccc3c(c2)OCO3)[nH]1	3%	-16%	1%	0.5%	4%

For convenience, some entries already given:
SMILES	M. tuberculosis	influenza NS1A	PhoP GFP inhibition	inhibitors of VEEV	M. tuberculosis HTS	others
COc1cc2c(cc1OC)-c1c(OC)c(OC)cc3c1C(C2)N(C)CC3 (centres undefined)	1%	5%	2%	7.6%	-3%
CC(=O)c1c(OC(=O)c2cccc(Cl)c2)c2ccccc2n1C	0%	-15%	1%	1.8%	46%
CCOc1cc(S(=O)(=O)N(Cc2ccccc2)Cc2ccccc2)c(OCC)cc1-n1cnnn1	.	-18%	.	i	.
COC(=O)CC1Oc2ccc(C)cc2NC1=O (centres undefined)	2%	1%	-4%	1.1%	-8%

5 structures already listed, sorted by SMILES length, highest first:
SMILES	M. tuberculosis	influenza NS1A	PhoP GFP inhibition	inhibitors of VEEV	M. tuberculosis HTS	others
CCOc1ccc(CCNC(=O)CS(=O)(=O)Cc2nc(-c3ccccc3F)oc2C)cc1	5%	-4%	-2%	i	-1%
COc1cc(OC)c2ccc(=O)oc2c1C(CCN1CCCC1)c1ccc2c(c1)OCO2 (centres undefined)	29%	7%	10%	i	2%
COc1ccc(CCN2CC(C(=O)NCc3ccc(F)cc3)CC2=O)cc1OC (centres undefined)	3%	-7%	20%	1.4%	-1%
O=c1cnnc(N/N=C/c2ccc3c(c2)OCO3)[nH]1	3%	-16%	1%	0.5%	4%
O=C(O)CSCc1cn2cc(Cl)ccc2n1	12%	-9%	-11%	1.7%	-4%

From PubChem BioAssay
